Screening data as filed in PubChem.
TEAD-YAP inh: TEAD-YAP interaction inhibition, primary screen, TEAD-YAP interaction inhibitor project, luminescence, HEK-TIYL cells. TEAD-Gal4/YAP UAS-luciferase luminescence. 640,000 tested, 1.4% active. inhibition, % at 9.12 µM. AID 1259422, 2018; in the data active = inhibition above about 32%;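 also: 0% = median of test compound wells and 100% = reference inhibitor wells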
GPR151 activ: activators of human GPR151, primary screen, cell-based, PathHunter beta-arrestin, luminescence; PathHunter beta-arrestin GPR151 cells; 650,000 tested, 1% active; activation, % at 11.2 µM; G-protein coupled receptor 151 (Homo sapiens), Q8TDV0; in the data active = activation above about 4.9%;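 also: 0% = median of compound wells and 100% = cells with positive control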
Target sequence (Q8TDV0 whole entry, looked up): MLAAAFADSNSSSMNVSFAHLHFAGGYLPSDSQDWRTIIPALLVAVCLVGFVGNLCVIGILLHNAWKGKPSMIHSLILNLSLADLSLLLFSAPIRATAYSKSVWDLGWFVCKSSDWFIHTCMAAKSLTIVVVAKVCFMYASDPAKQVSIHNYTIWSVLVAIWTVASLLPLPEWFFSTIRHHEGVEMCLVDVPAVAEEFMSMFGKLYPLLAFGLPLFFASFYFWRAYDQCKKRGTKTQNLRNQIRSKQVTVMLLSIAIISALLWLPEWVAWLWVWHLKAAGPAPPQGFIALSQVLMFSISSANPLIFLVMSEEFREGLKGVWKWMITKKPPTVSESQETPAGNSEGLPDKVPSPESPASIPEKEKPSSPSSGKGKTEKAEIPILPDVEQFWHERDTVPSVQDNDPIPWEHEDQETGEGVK
MITF primary: MITF inhibitors, primary screen, biochemical, AlphaScreen, human. AlphaScreen MITF homodimerization, bead proximity signal. 650,000 tested, 0.91% active. inhibition, % at 2.6 µM. AID 1259374, 2018; in the data active = inhibition above about 50%;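 also: 0% = vehicle wells with protein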
Target sequence (O75030 whole entry, looked up): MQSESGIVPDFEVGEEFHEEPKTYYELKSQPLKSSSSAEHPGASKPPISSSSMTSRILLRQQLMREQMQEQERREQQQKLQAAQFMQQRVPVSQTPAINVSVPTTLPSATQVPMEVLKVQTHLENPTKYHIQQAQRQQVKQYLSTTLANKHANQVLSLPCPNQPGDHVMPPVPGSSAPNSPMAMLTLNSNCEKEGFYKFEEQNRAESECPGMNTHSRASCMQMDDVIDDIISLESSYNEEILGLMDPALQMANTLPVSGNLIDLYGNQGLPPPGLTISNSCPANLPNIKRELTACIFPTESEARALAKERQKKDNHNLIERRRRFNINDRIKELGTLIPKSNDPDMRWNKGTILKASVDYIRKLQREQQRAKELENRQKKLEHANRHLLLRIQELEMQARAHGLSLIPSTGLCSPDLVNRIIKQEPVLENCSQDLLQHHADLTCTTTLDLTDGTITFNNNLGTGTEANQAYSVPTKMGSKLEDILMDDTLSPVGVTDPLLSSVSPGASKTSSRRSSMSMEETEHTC
FBW7 activator: FBW7 E3 ligase activators, primary screen, biochemical, AlphaScreen, human; 650,000 tested, 0.13% active; F-box/WD repeat-containing protein 7 (Homo sapiens), Q969H0; AlphaScreen FBW7–phospho-cyclin E peptide binding, activator screen; normalized activity (activation), % at 26.1 µM; in the data active = normalized activity above about 1.9%;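 also: purified mutant Fbw7 with reduced substrate affinity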
An asterisk follows results filed as active; & = joins results of further samples.

SMILES	TEAD-YAP inh	GPR151 activ	MITF primary	FBW7 activator
O=C1CSC(=O)N1C1CCCCC1NC(=O)C1(c2cccs2)CCCC1 (centres undefined)	3	5.5*	-1	-0.1
Nc1nnnn1/N=C/c1ccccc1C(F)(F)F	10	-0.7	2	0.3
Oc1c(C(c2cccc(F)c2)N2CCN(c3ccccc3F)CC2)sc2ncnn12 (centres undefined)	5	-0.2	6	0.3
CC(=O)Nc1ccc(C2C(C#N)=C(N)Oc3n[nH]c(-c4cc(C)sc4C)c32)cc1 (centres undefined)	-1	-0.1	3	0.2
COc1cc(-c2nnc(NC(=O)c3ccco3)o2)cc(OC)c1OC	-12	1.8	19	-0.1
C=CCN1C=C(c2ccc3ccccc3n2)C(C#N)c2ccccc21 (centres undefined)	-6	-2.6	12	-0.2
C=C(C)c1cccc(C(C)(C)NC(=O)Nc2ccc(OCC)cc2)c1	7	0.9	4	0.1
O=[N+]([O-])c1ccc(C2=Nn3c(nnc3-c3cccc(Br)c3)SC2)cc1	-6	1.5	-4	-0.1
Cc1ccc(-c2cc(C(=O)Nc3ccccc3C(N)=O)c3ccccc3n2)s1	13	1.1	9	0.0
Cc1cc(C)n(Cc2ccccc2Cl)c(=O)c1C#N	-6	0.7	-4	0.0
COc1ccccc1NCC(=O)N/N=C\c1cc(Cl)cc(Cl)c1O	8	0.5	11	-0.3
O=c1c2oc3ccccc3c2ncn1Cc1ccccc1Cl	-5	-1.7	12	-0.1
CCOC(=O)C1=C(C(=O)OCC)SC(=C2C(=S)C(C)(C)N(C(=O)C(F)(F)F)c3ccc(OCC)cc32)S1	9	-1.7	15	0.1
O=C(Nc1ccccc1F)c1cc(-c2ccccc2Cl)nc2ccccc12	5	0.6	9	0.3
Cc1ccc2[nH]c3c(c2c1)SC(C)(C)CC3=O	14	1.8	-5	0.1
CCOC(=O)c1c(NC(=O)c2nn3cccnc3c2Cl)sc(C)c1C	17	3.5	1	0.1
Cc1cccc(C(C)C)c1NS(=O)(=O)c1cc(Br)cnc1N	9	2.5	1	0.1
O=C(CNC(=O)C1COc2ccccc2O1)N/N=C/C=C/c1ccccc1 (centres undefined)	-2	-1.4	28	0.1
Cc1cccc(NC(=O)NCCN2CCN(c3ccccc3)CC2)c1C	-7	0.5	1	-0.2
Cc1cc(Cl)cc2c1NC(=O)C2(C)Cc1c(C)noc1C (centres undefined)	-5	-0.4	-1	0.1
CCOC(=O)c1ccc(Nc2nc3nonc3[nH]c2=O)cc1	16	-0.2	0	-0.1
COc1ccc(NC(=O)c2oc(=O)c3ccccc3c2-c2ccccc2)c([N+](=O)[O-])c1	2	-1.2	23	0.1
COc1cccc(CC2(CCC(=O)NCc3cccc(C(F)(F)F)c3)CCC(=O)N2)c1 (centres undefined)	10	0.0	3	0.1
Cc1ccc(C2CC(=O)n3nc(N)nc3N2)cc1 (centres undefined)	-1	5.9*	14	-0.1
CCOc1ccc(NC(=O)C2CCN(S(=O)(=O)CC)CC2)cc1	-4	-1.2	1	-0.1
COc1ccc(NC(=O)c2noc3c2COc2ccccc2-3)cc1Cl	-9	-0.8	4	0.1
COC(=O)c1sc(NC(=O)COc2cccc(C)c2)c(C#N)c1C	12	-0.1	4	0.1
O=C(CSc1ncn[nH]1)Nc1ccc(I)cc1	2	-2.3	-14	0.0
COc1cc(C(=O)Nc2ccc(-c3nc4ccc(C)cc4s3)cc2)cc(OC)c1OC	-4	0.0	-8	-0.1
O=C1NCCN(Cc2ccc(F)c(F)c2)C1CC(=O)N1CCOCC1 (centres undefined)	-14	-0.3	15	0.1
O=C(c1cc2cc(Br)ccc2oc1=O)N1CCSC1c1ccc(Cl)cc1 (centres undefined)	-5	-0.2	11	0.2
CCc1ccc(C(=O)/C=C/c2cn(-c3ccccc3)nc2-c2cccnc2)cc1	2	-0.3	10	0.5
O=C(NCCc1ccccc1)c1scc2c1CCCC2	-56	-1.5	10	0.1
COc1ccccc1NC(=O)c1cc(-c2ccc(Br)cc2)nc2ccccc12	-17	-0.8	3	0.1
O=C(N/N=C/c1ccc(Cl)cc1Cl)c1ccn[nH]1	-11	-3.5	0	-0.1
OCCCn1c(-c2ccc(Cl)cc2)cn2c3ccccc3nc12	-38	-0.1	-3	0.4
OC(COc1ccc2ccccc2c1)CN1CCN(c2ccccc2F)CC1 (centres undefined)	-10	0.3	5	-0.2
Cc1cnc(NCCN2CCOCC2)nc1NCCN1CCOCC1	-1	1.3	-2	-0.1
CCOC(=O)c1ccc(N2C(=O)CC(NCc3ccc4c(c3)OCO4)C2=O)cc1 (centres undefined)	7	1.5	-12	-0.2
CCOC(=O)/C(C#N)=C1\CC2CC1C(C)C2(C)C (centres undefined)	6	-0.7	6	0.0
COc1ccc(NC(=O)Cn2cc(S(=O)(=O)c3ccccc3)c(=O)c3ccccc32)cc1	13	-0.1	-7	0.1
CCn1c(SCC(=O)Nc2cc(F)ccc2C)nc2c(-c3ccccc3)csc2c1=O	-5	0.9	8	-0.1
CCN1C(=O)C(C)(C)COc2cc(NC(=O)Nc3cccs3)ccc21	1	-0.2	17	0.1
COc1cccc(N2C(=O)CC(S/C(N)=N/N=C(\C)c3ccc(F)cc3)C2=O)c1 (centres undefined)	-5	-0.6	13	0.5
COc1ccc(NC(=O)c2cnn(-c3ccc(F)cc3)c2C2CCNCC2)cc1OC	3	0.7	2	0.0
O=C(NCc1ccc2[nH]c3c(c2c1)CCCC3)C1CCCCC1	-2	0.5	2	-0.3
CC1(C)CC(=O)C2=C(C1)OC1=C(C(=O)CC(C)(C)C1)C2c1cc(Br)ccc1O	4	0.1	-8	0.1
c1ccc(-c2nc(N3CCCC3)c3ccccc3n2)cc1	15	-1.0	17	1.4
CCOc1ccc(NC(=O)CSc2nc3ccccc3nc2Cc2ccccc2OC)cc1	11	0.9	3	-0.2
Cc1ccc(C)c(N2CCN(C(=O)c3oc(=O)c4ccccc4c3-c3ccccc3)CC2)c1	7	1.0	16	0.4
O=C(/C(=C/c1c[nH]c2ccccc12)n1cncn1)c1ccc(Cl)cc1Cl	13	2.1	12	0.2
CCCCCN(CCCCC)CC(=O)Nc1cc(C)nc2ccccc12	-1	0.9	74*	-0.1
Brc1ccc(C2=Nc3cccc4cccc(c34)N2)o1	6	-1.2	20	0.0
CCCCOc1ccc2c(c1)C(=O)c1cc(OCCCC)ccc1-2	15	-0.6	-2	0.2
O=c1c2ccccc2nc(SCc2ccccc2F)n1CC1COc2ccccc2O1 (centres undefined)	1	0.1	7	0.0
COC(=O)C1=C(N)Oc2cc(C)n(C)c(=O)c2C1c1ccc(C(F)(F)F)cc1 (centres undefined)	-6	2.6	-7	-0.1
CC(=O)Cn1cnc2c(cnn2-c2ccc(F)cc2)c1=O	-12	-1.2	-1	0.2
COc1ccc(N=C2SC(C(=O)N3CCN(c4ccccc4)CC3)CC(=O)N2C)cc1 (centres undefined)	8	1.3	-7	-0.2
CCOc1ccc(-c2c(=O)n(O)c3ccccc3[n+]2[O-])cc1	-57	-0.5	11	0.4
Cc1ccc(NS(=O)(=O)c2c(C)noc2C)c(C)c1	6	0.1	-7	0.4

Complete entries as entered above. Order of values: TEAD-YAP inh, GPR151 activ, MITF primary, FBW7 activator
O=C(/C(=C/c1c[nH]c2ccccc12)n1cncn1)c1ccc(Cl)cc1Cl is listed with 13, 2.1, 12, 0.2
Brc1ccc(C2=Nc3cccc4cccc(c34)N2)o1 is listed with 6, -1.2, 20, 0.0
Cc1ccc(NS(=O)(=O)c2c(C)noc2C)c(C)c1 is listed with 6, 0.1, -7, 0.4
O=C(NCc1ccc2[nH]c3c(c2c1)CCCC3)C1CCCCC1 is listed with -2, 0.5, 2, -0.3
Cc1ccc(C)c(N2CCN(C(=O)c3oc(=O)c4ccccc4c3-c3ccccc3)CC2)c1 is listed with 7, 1.0, 16, 0.4

Additional compounds follow:
SMILES	TEAD-YAP inh	GPR151 activ	MITF primary	FBW7 activator
FC(F)Oc1ccccc1CN1CCC(NCc2ccco2)CC1	1	0.3	1	0.0
Cc1cc(C[n+]2ncsc2N)c2ncccc2c1	2	-0.1	8	0.2
CCc1c(C)c(C#N)c2nc3ccccc3n2c1NCCCN(CC)CC	2	1.5	8	0.1
O=C(NCc1ccccn1)c1ncoc1-c1ccc(F)cc1	-56	0.7	-1	-0.1
COC(=O)c1cnn2c(C)c(Oc3ccccc3)c(=O)[nH]c12	0	1.7	-8	-0.1
Cc1ccc(NC(=O)Cn2ncn3c(cc4ccccc43)c2=O)c(C)c1	5	0.4	23	0.8
O=C(CNS(=O)(=O)c1ccccc1)OCc1ccc(S(=O)(=O)c2ccccc2)cc1	-4	-1.0	15	0.7
Cc1cc(C)c(S(=O)(=O)N2CC(C)OC(C)C2)cc1C (centres undefined)	14	0.0	7	0.0
CC1Oc2ccccc2N(CC(=O)c2ccc(Cl)cc2)C1=O (centres undefined)	0	0.9	8	0.3
Cc1cc(Br)ccc1NC(=O)C1CCC(C)CC1 (centres undefined)	5	-0.2	0	-0.1
CCOC(=O)c1c(NC(=O)c2ccc(S(=O)(=O)N(C)c3ccccc3)cc2)sc2c1CCN(C(C)=O)C2	11	0.5	-6	0.0
O=C(CCC(=O)Nc1ccccc1Br)N/N=C/c1ccccc1	5	0.1	9	0.0
O=c1[nH]c(/C=C\c2c[nH]c3ccccc23)nc(O)c1[N+](=O)[O-]	-3	0.5	15	0.9
O=C1CC(c2ccc(F)c(F)c2)c2ccc3ccccc3c2N1 (centres undefined)	16	1.7	-10	-0.1
O=C(CCOc1ccccc1)Nc1ccnn1C1CCN(C(=O)C2CCCO2)CC1 (centres undefined)	-5	0.0	5	0.1
CCCCOCC1Cc2c(C)nn(C(N)=S)c2O1 (centres undefined)	0	-1.7	-1	-0.3
O=C(OCc1csc(-c2ccccc2)n1)c1ccc2ncsc2c1	-13	-2.4	9	0.6
c1ccc(N2CCN(c3ccccn3)CC2)nc1	-4	-0.2	4	0.2
Cc1cc(C)n(C(=O)c2ccc3c(c2)N(CC(=O)N2CCCCCC2)C(=O)CO3)n1	8	-0.8	3	0.3
COc1cc(C2C3=C(CCCC3=O)Nc3[nH]n(-c4ccccc4)c(=O)c32)cc(OC)c1OC (centres undefined)	4	-0.7	8	-0.1

Random excerpt: five records from the list
SMILES	TEAD-YAP inh	GPR151 activ	MITF primary	FBW7 activator
CCCCOCC1Cc2c(C)nn(C(N)=S)c2O1 (centres undefined)	0	-1.7	-1	-0.3
O=C1CC(c2ccc(F)c(F)c2)c2ccc3ccccc3c2N1 (centres undefined)	16	1.7	-10	-0.1
Cc1cc(C)c(S(=O)(=O)N2CC(C)OC(C)C2)cc1C (centres undefined)	14	0.0	7	0.0
CC1Oc2ccccc2N(CC(=O)c2ccc(Cl)cc2)C1=O (centres undefined)	0	0.9	8	0.3
COC(=O)c1cnn2c(C)c(Oc3ccccc3)c(=O)[nH]c12	0	1.7	-8	-0.1

Next records:
SMILES	TEAD-YAP inh	GPR151 activ	MITF primary	FBW7 activator
O=C(CN1CCCCCC1)N/N=C/c1ccc(Br)cc1	-11	2.8	26	-0.1
CC(=O)OC/C=C(C)/C=C/C=C(C)/C=C/C1=C(C)CCCC1(C)C	0&7	-0.1&-0.4	-14&10	-0.1&0.2
CCOC(=O)c1ccc(NC(=S)Nc2cnccn2)cc1	-9	-0.5	0	-0.1
CC(C)(C)c1ccc(NC(=O)COC(=O)Cn2nnc(-c3ccccc3)n2)cc1	-14	-1.3	-16	0.1
O=C(COC(=O)C12CC3CC(CC(O)(C3)C1)C2)Nc1ccc(-c2ccccc2)cc1	0	0.6	2	0.2
CC(=O)c1ccc(Nc2nc3ccccc3n3cnnc23)cc1	9	-1.2	1	0.0
CC(=O)NCCN=Cc1c(O)[nH]c2ccccc12	4	-1.2	-11	0.1
O=C(NCc1nc2ccccc2[nH]1)c1ccnc(N2CCCC2CO)c1 (centres undefined)	3	-0.4	5	0.1
COc1cccc(CN2CCCN(CC3=NS(=O)(=O)c4ccccc4N3)CC2)c1	4	-1.4	5	-0.1
CC1CCN(C(=O)COC(=O)c2ccc3c(c2[N+](=O)[O-])C(=O)c2ccccc2C3=O)CC1	9	-0.5	8	-0.2
COc1cc(C(=O)NNC(=O)CCN2CCCCC2)cc(OC)c1OC	9	4.9*	-16	0.1
CC1(C)C2CCC1(C)C(NC(=O)c1ccc(F)cc1)C2 (centres undefined)	-1	0.1	-14	0.0
CC(=O)N1c2ccccc2NC2=C(C(=O)CC(C)(C)C2)C1c1ccc(N(C)C)cc1 (centres undefined)	10	1.3	-2	0.0
Cc1ccccc1CN(C)S(=O)(=O)c1ccc2ccccc2c1	7	-1.1	-1	0.1
COc1ccc(NS(=O)(=O)c2cc3c4c(c2)CC(=O)N4CCC3)cc1	-6	-0.6	16	0.2
C=CCn1c(SCc2cccc(F)c2)nc2cc(C(=O)NCc3ccco3)ccc2c1=O	-6	-0.1	11	0.0
CCOC(=O)c1c(C)n(-c2ccccc2)c2c1cc(OC(=O)c1cccc(Cl)c1)c1ccccc12	4	1.6	0	-0.1
C#CCOc1nc2c(c(=O)n(C)c(=O)n2C)n1Cc1ccc(Cl)cc1	3	-0.1	8	0.0
O=C(CSc1nc(NCc2ccc(Cl)cc2)c2ccccc2n1)NCCc1ccccc1	0	-0.7	0	-0.1
